# dFosB act = mouse delta FosB homodimer activation. 0.99% of 340,000 active. activation, % at 25 µM. AID 493131. purified delta FosB, TAMRA-CDK5 oligo fluorescence polarization; percent of positive-control signal above neutral wells;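 active = mean activation above about 17%, with every replicate also reaching it, limit read from the data, passing the limit was not always enough; inconclusive = only one of the two conditions met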;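 note: fluorescence polarization rise as delta FosB binds a TAMRA Cdk5 AP-1 oligo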
# CDK5 inh = CDK5/p35 (human) kinase inhibition | Q00535+Q15078 | inhibition, % at 10 µM | Recombinant CDK5/p35, ADP-Glo luminescence, 60 min | 0.01% of 330,000 active | AID 488839;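 active = highest replicate inhibition of at least 50% and at least 75% of replicates reaching 50%; inconclusive = only one of the two criteria met; inactive = both criteria failed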;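 note: plate controls were DMSO neutral control for no effect and GW8510 at 10 µM for full effect; many of its hits are not listed in these tables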
# Target sequence (Q00535 whole entry, looked up): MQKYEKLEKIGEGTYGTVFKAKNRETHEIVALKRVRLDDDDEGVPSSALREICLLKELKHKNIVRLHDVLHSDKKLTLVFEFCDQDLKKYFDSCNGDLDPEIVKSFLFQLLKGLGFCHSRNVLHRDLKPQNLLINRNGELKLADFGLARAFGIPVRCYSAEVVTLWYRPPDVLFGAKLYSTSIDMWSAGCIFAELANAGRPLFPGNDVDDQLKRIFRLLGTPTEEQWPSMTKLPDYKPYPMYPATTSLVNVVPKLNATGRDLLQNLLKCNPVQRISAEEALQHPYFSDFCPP
# Target sequence (Q15078 whole entry, looked up): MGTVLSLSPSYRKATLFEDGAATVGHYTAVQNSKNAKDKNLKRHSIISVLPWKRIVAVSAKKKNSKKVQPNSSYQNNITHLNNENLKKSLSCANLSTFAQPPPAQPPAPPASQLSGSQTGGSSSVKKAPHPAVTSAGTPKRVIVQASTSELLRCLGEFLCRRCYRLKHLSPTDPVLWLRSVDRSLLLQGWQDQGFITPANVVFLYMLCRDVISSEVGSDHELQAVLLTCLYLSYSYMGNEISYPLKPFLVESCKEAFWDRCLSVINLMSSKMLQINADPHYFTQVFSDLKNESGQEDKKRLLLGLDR
# MITF TRPM1 HTS = MITF TRPM1 promoter activation in melanoma cells | SK-MEL-5 TRPM1-promoter luciferase, 24 h; % of positive control, neutral wells = 0 | activation, % at 12.5 µM | 0.75% of 300,000 active;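 active = mean activation of at least 80% with every replicate also reaching 80%; inconclusive = mean reaches 80% but some replicate falls short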;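 note: 0% = neutral control wells and 100% = parthenolide positive control wells; values of inactives mirror those of a sister screen read the other way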
# PvdQ inh = P. aeruginosa PvdQ acylase inhibition; purified PvdQ acylase, fluorescence plate reader; inhibition, % at 10 µM; 0.063% of 340,000 active; AID 488965; in the data active = inhibition above about 30%, passing the limit was not always enough; inconclusive = no clear call, values can overlap the other calls;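 note: 0% = vehicle neutral wells and 100% = reference inhibitor wells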
# Wnt act = activates Wnt/beta-catenin signaling in a reporter cell assay | activator, plate reader | activation, % at 9.35 µM | 1.2% of 300,000 active | AID 743398; in the data active = activation above about 30%, passing the limit was not always enough; inconclusive = no clear call, values can overlap the other calls;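 note: 0% = neutral control wells and 100% = positive control wells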
# NSD2 HMT inh = NSD2 (human) methyltransferase inhibition | O96028 | NSD2 peptide methylation, AlphaScreen, 120 min | inhibition, % at 12.5 µM | 0.54% of 310,000 active; in the data active = inhibition above about 50%
# SR-BI HDL uptake = inhibitors of mouse SR-BI mediated HDL lipid uptake | Q61009 | ldlA[mSR-BI] CHO cells, DiI-HDL uptake fluorescence, 3 h | inhibition, % at 12.5 µM | 0.96% of 320,000 active | AID 488896;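 active = mean replicate inhibition of at least 70% and a set share of replicates each scoring 70 or more; inconclusive = meets just one of the two criteria; inactive = fails both criteria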;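 note: 0% = median of neutral control wells and 100% = median of positive control wells; values of inactives mirror those of a sister screen read the other way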
# HTR5A ag ctr = counter-screen for OPRM1-OPRD1 agonists: human HTR5A agonism; P47898; HTR5A agonist assay, luminescence, cell-based; activation, % at 9.3 µM; 0.61% of 340,000 active; AID 504692; in the data active = activation mostly above about 9.5%, no sharp cut-off; inactive = mostly below about 7.6%;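 note: 0% = cells with vehicle only and 100% = reference agonist; strong numbers were not always called active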
# Target sequence (P47898 whole entry, looked up): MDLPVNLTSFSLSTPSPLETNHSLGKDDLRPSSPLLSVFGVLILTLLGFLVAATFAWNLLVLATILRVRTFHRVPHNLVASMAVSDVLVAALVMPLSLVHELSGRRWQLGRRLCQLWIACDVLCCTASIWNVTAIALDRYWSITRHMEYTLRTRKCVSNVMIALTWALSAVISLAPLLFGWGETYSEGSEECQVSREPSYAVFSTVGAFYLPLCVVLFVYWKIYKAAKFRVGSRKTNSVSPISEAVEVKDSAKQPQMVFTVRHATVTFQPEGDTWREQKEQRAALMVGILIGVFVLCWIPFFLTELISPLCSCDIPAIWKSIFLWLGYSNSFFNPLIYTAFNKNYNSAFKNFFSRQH
# V-ATPase pH = regulators of yeast V-ATPase proton transport | 0.37% of 350,000 active | AID 504577 | S. cerevisiae, pHLuorin cytosolic pH fluorescence | response, % at 10 µM; in the data active = response mostly above about 7.3%, no sharp cut-off; inactive = mostly below about 5.4%; note: actives read high; inactives centre near 0; some compounds called inactive have numbers as strong as hits; reference of the scale not given here
# HTR5A inv ag = inverse agonist of human HTR5A in OPRM1-OPRD1 counter-screen; HTR5A cell line, luminescence, inverse agonism; inhibition, % at 9.3 µM; 0.083% of 340,000 active; in the data active = inhibition mostly above about 23%, no sharp cut-off; inactive = mostly below about 18%;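 note: 0% = cells with DMSO and 100% = no-cell wells with DMSO; some compounds called inactive have numbers as strong as hits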
# Numbers without * were called inactive; ? = inconclusive; nt = not tested or not shown. Compounds were not picked by outcome; about 5% have a hit in one of these screens.
SMILES,dFosB act,CDK5 inh,MITF TRPM1 HTS,PvdQ inh,Wnt act,NSD2 HMT inh,SR-BI HDL uptake,HTR5A ag ctr,V-ATPase pH,HTR5A inv ag
CC(NS(=O)(=O)c1ccc(F)cc1)C(=O)Nc1ccc2c(c1)OCCO2 (centres undefined),-3,0.1,8,8,-3,-3,-8,-2,-3,-22
O=C(NCc1ccccn1)C(=O)Nc1cccc2ccccc12,-3,-0.4,1,-5,-1,1,-6,-2,1,-4
O=C(OCC#CCSc1nnc(-c2cccc3ccccc23)o1)c1ccco1,-12,0.5,4,-6,-2,-1,-2,-6,2,15
NC(=O)c1ccccc1OCc1nnc(-c2ccccc2Br)o1,-7,0.1,20,-6,1,1,nt,4,-2,-6
CCOc1ncccc1C(=O)OCC(=O)c1ccc(Cl)s1,1,-0.1,4,-8,nt,1,-12,4,0,0
CC(Oc1ccccc1Cl)C(=O)N(Cc1cccs1)C1CCS(=O)(=O)C1 (centres undefined),-5,2.7,5,0,2,nt,-11,7,-2,-21
CCc1cc2ccccc2nc1SCC(=O)N1CCN(C(=O)c2ccco2)CC1,-9,1.8,-15,-6,-3,nt,-13,2,-4,-4
CCN(CC)C(=O)C1CCN(Cc2ccc(OCc3ccccc3)cc2)CC1,-9,1.0,13,-16,-2,-2,-15,1,1,-3
CCC1CCCCN1CCCNC(=O)C1CCN(S(=O)(=O)N2CCC3(CC2)OCCO3)CC1 (centres undefined),-6,-1.2,-6,-11,0,1,-17,4,2,-2
COc1ccc(OCc2nnc(NC(=O)Nc3ccc(F)cc3)s2)cc1,73*,-0.9,-3,-1,0,1,7,2,23,-5
CCOc1ccc(-c2nc(N)ncc2-c2ccc(OC)cc2)c(O)c1,-7,-0.4,17,-14,10,1,36,-6,1,16
CCC1Oc2ccccc2N(CC(=O)NCCCN2CCCCC2C)C1=O (centres undefined),-2,3.0,-3,8,nt,5,-30,4,-2,-10
CCN(CC)S(=O)(=O)c1ccc(N2CCOCC2)c(NC(=O)c2cc([N+](=O)[O-])ccc2Cl)c1,2,0.4,4,-5,-1,-1,-22,-1,2,3
Cc1ccc(C2CC(C(F)(F)F)n3nc(C(=O)NCCN4CCOCC4)cc3N2)cc1 (centres undefined),-11,-4.0,2,-12,10,1,nt,0,-2,0
COC(=O)/C=C(\C)NC(=O)c1ccc(F)cc1,8,-1.5,13,-9,nt,1,-6,-1,3,2
c1ccc(-c2ccc(CN3CCN(c4ncccn4)CC3)cc2)cc1,0,1.2,2,8,nt,7,-25,-7,2,17
CCC(C)NC(=O)[C@H]1N2C(=O)c3ccccc3C2SC1(C)C (some centres undefined),-6,0.4,-5,-1,3,-1,-20,-2,-1,9
CCOCCCn1c(=S)[nH]c2cc(C(=O)N3CCOCC3)ccc2c1=O,-3,5.2,-3,5,nt,-2,-24,-3,-1,8
CN1c2ccccc2C(O)=C(C(=O)Nc2ccccc2)S1(=O)=O,5,-0.2,nt,6,0,-5,-8,-1,-6,7
Cc1onc(-c2c(F)cccc2Cl)c1C(=O)NC(=S)NCc1cccnc1,2,0.8,-10,-4,-2,0,14,1,2,11
CC(c1ccccc1)C1OCC(C[N+]2(C)CCCCC2)O1 (centres undefined),-12,-0.3,-10,-7,-2,1,4,1,-4,-3
O=C(CN1CCN(CC(=O)Nc2ccc3c(c2)OCO3)CC1)Nc1ccc(F)cc1,3,-3.0,-4,-22,nt,0,25,1,-2,-3
O=C(Nc1ccccc1)N1CCC(c2nc(-c3ccc(S(=O)(=O)N4CCOCC4)cc3)no2)CC1,6,-0.6,-13,-12,-7,-3,28,4,-1,-10
Cc1cc(C)c(NC(=O)Cn2nc(-c3ccccc3)nc2-c2ccccc2)c(C)c1,2,-0.1,7,-3,-2,0,18,-2,-1,-44
COc1ccc(C(=O)Nc2ccccc2C(=O)NCc2cccnc2)cc1OC,-9,-1.2,-1,-14,-4,0,12,1,3,-17
SMILES,dFosB act,CDK5 inh,MITF TRPM1 HTS,PvdQ inh,Wnt act,NSD2 HMT inh,SR-BI HDL uptake,HTR5A ag ctr,V-ATPase pH,HTR5A inv ag
CCCN(CCC)CC(O)COc1ccccc1C(=O)Nc1ccccc1 (centres undefined),-5,-0.4,nt,-10,2,15,-102,-7,1,-42
COc1cc(C(=O)Nc2nc(C)c(Cc3ccc4c(c3)OCO4)s2)cc(OC)c1OC,14,-0.1,-22,-11,-1,-2,16,8,5,3
Cc1cccc(Cn2cccc2/C=C2/C(=N)N3C=CSC3=NC2=O)c1,-5,-0.5,19,3,nt,0,-8,-3,0,8
Cc1ccc(NC2=NCC(=O)N2Cc2ccccc2)c(C)c1,-1,0.1,-2,-1,nt,-2,-14,0,-4,-6
O=[N+]([O-])c1ccccc1S(=O)(=O)NCc1cccnc1,0,-9.8,-6,-10,-8,-3,-39,0,-2,-18
CC(=O)Nc1ccc2c(c1Br)Cc1ccccc1-2,-2,-0.3,68,-3,46*,0,18,2,3,-7
CCOc1ccc(NC(=O)Cn2c(=O)oc3cc(Cl)ccc32)cc1,3,0.7,9,6,1,2,-2,0,-2,-1
Cc1c2ccccc2nc2c(F)c(NC(C)C)c(F)c(F)c12,-23,-0.6,43,-1,?,-4,-26,8,-4,-21
O=c1c(Cc2ccc(Cl)cc2Cl)c(O)ccn1Cc1ccc(Cl)cc1,0,0.5,5,-13,0,-2,6,-2,-1,5
COc1ccc(Cc2nc3ccc(C(=O)NC(C)c4cnn(C)c4)cc3o2)cc1 (centres undefined),-4,0.0,3,2,3,3,-6,-2,-1,-20
Cc1cc(C(=O)OCC(=O)N2CCOCC2)ccc1[N+](=O)[O-],2,-2.2,-5,-4,-1,-2,-14,-2,-1,8
CCCCC(=O)Nc1ccc(C(=O)Nc2ccc3c(c2)OCO3)cc1,-8,-0.9,10,9,1,-6,37,4,-4,-10
CC1=CCC(Cc2nc3ccccc3o2)C1(C)C (centres undefined),-3,-1.9,nt,-18,nt,7,14,6,0,-43
O=C(COc1ccc(F)cc1)N1CCc2ccccc2C1,7,2.0,17,7,0,-1,19,-4,-4,9
CSCCC(N=CC1=C(O)CC(C)(C)CC1=O)C(=O)O (centres undefined),5,2.3,4,-9,-1,-3,-7,11,1,9
COC(=O)c1c(NC(=O)CSc2n[nH]c(N)n2)sc(C)c1C,10,0.1,-5,-2,0,0,6,-1,-4,0
CCCN1C(=O)c2[nH]nc(-c3cc(Cl)c(C)cc3O)c2C1c1ccc(O)c(OC)c1 (centres undefined),-5,-6.3,7,-9,-5,nt,nt,-3,1,5
COc1cc(/C=N/Nc2ccc(C(F)(F)F)cn2)ccc1O,-4,17,10,-5,31*,0,12,-1,-2,4
CCc1nnc(SCC(=O)NC2CC2)n1CC,0,-0.1,13,14,4,0,-2,1,-3,-13
O=C(O)C1CC(=O)N(CCc2ccccc2)C1 (centres undefined),-2,1.5,3,25,-2,-5,-15,-3,-5,-11
COc1ccc(CC(=O)OCC(=O)Nc2cc(S(=O)(=O)N3CCOCC3)ccc2N2CCCC2)cc1,-9,0.1,10,-8,0,-7,-11,5,2,-3
O=C(COC(=O)c1cccc(C(=O)OCC(=O)NC2CC2)n1)NC1CC1,-10,-2.2,10,2,0,-6,-3,3,3,-7
O=C(c1cn(-c2ccccc2)nc1-c1cccs1)N1CCOCC1,-6,-0.4,-2,24,nt,6,3,-3,2,6
O=S(=O)(c1ccc(N2CCN(c3ccc(F)cc3)CC2)cc1)N1CCCC1,-5,-3.4,-6,-15,nt,-4,25,2,-2,-7
Cc1ccc(/C=N/NC(=O)c2cc(-c3cccnc3)nc3ccccc23)cc1,-15,0.9,-19,-11,-7,-3,33,4,-1,8
SMILES,dFosB act,CDK5 inh,MITF TRPM1 HTS,PvdQ inh,Wnt act,NSD2 HMT inh,SR-BI HDL uptake,HTR5A ag ctr,V-ATPase pH,HTR5A inv ag
C/C(CCN1CCc2nc(-c3ccccc3)c(-c3ccccc3)cc2C1)=N\O[C@@H](C)c1cc(-c2c(C)cc(C)cc2C)no1,-2,-0.4,8,5,nt,nt,66,3,10,1
CCCNC(=O)NS(=O)(=O)c1ccc(Cl)cc1,5,0.9,2,12,-1,nt,0,2,-2,-7
CCNC(=S)N(CCc1c(C)[nH]c2ccc(C)cc12)Cc1cc(OC)c(OC)c(OC)c1,-13,-0.4,nt,0,-2,nt,39,4,-4,-12
Cc1ccc(NC(=O)CN(C)Cc2ccc(F)cc2)c([N+](=O)[O-])c1,3,-0.6,9,9,-4,3,12,-4,-2,0
CCOC(=O)N1CCC(NC(=O)C2CCCN(c3nc4ccccc4o3)C2)CC1 (centres undefined),7,0.4,2,-9,-3,-2,11,-1,-2,-9
COc1ccc(NC(=O)CN2CCN(S(=O)(=O)N3CCCCCC3)CC2)cc1,-6,1.2,4,-18,-4,74*,-3,4,-3,10
CCn1c(COc2ccccc2C)nnc1SCC(=O)OC,1,-0.4,nt,-6,-7,0,-8,-4,-2,-30
Cn1nc(C(C)(C)C)cc1C(=O)Nc1nc2c(s1)C(=O)CC(C)(C)C2,-20,-0.5,-8,-7,nt,-2,-10,4,4,-18
CCn1c(SCc2nc3ccccc3s2)nc2cc(S(=O)(=O)N3CCOCC3)ccc21,0,-1.2,0,3,?,nt,46,0,3,-20
COC(=O)C(C)NC(=O)C1CCCN1C(=O)CNC(=O)OCc1ccccc1 (centres undefined),-4,-0.2,-3,-11,2,-1,7,6,2,-24
Cc1ccc(-n2c(SCC(=O)N3Cc4ccccc4CC3C(=O)O)nnc2-c2cccnc2)c(C)c1 (centres undefined),-8,-0.3,1,-9,nt,-1,1,-4,4,10
COCC(C)n1c(C)cc(C(=O)COC(=O)c2ccc(N3CCCC3=O)cc2)c1C (centres undefined),4,0.3,-2,-4,0,1,28,0,0,-26
Cc1cccnc1NC(=O)c1ccc(Cl)c(S(=O)(=O)N2CCCC2)c1,5,-0.1,-6,-3,-1,0,-27,-3,-1,10
CC(=O)NCCc1ccc(S(=O)(=O)Nc2cccnc2)cc1,1,-1.9,-16,-8,nt,2,-30,3,2,-16
COc1ccc(NC(=O)Nc2cc(C)ccn2)cc1,1,1.5,9,-8,44*,nt,13,4,-5,-13
Cc1cc(/C=N/NC(=O)Cn2c3ccccc3c(=O)c3ccccc32)c(C)n1-c1ccc(Cl)cc1,-3,1.7,-5,4,-2,1,11,-1,-3,14
COc1ccc(S(=O)(=O)N(Cc2cc3cc(C)ccc3[nH]c2=O)CC2CCCO2)cc1 (centres undefined),-7,0.9,nt,-16,nt,1,-6,-1,-2,-1
CC(=NNS(=O)(=O)c1ccc([N+](=O)[O-])cc1)c1ccc(C)cc1,2,0.5,-3,2,1,nt,-34,11*,2,-44
O=C(COc1ccc(S(=O)(=O)N2CCOCC2)cc1Cl)NC1CCCCC1,-3,1.7,8,0,-3,-4,-10,3,-1,-15

# Limited to HTR5A ag ctr and PvdQ inh, for some of the entries so far:
compound,HTR5A ag ctr,PvdQ inh
COC(=O)C(C)NC(=O)C1CCCN1C(=O)CNC(=O)OCc1ccccc1 (centres undefined),6,-11
Cc1ccc(-n2c(SCC(=O)N3Cc4ccccc4CC3C(=O)O)nnc2-c2cccnc2)c(C)c1 (centres undefined),-4,-9
COCC(C)n1c(C)cc(C(=O)COC(=O)c2ccc(N3CCCC3=O)cc2)c1C (centres undefined),0,-4

# High-throughput results as filed in PubChem BioAssay.
